# GRP78 ERSR act: ER stress response induction in glioma | Potency, µM, for inactives: top-dose activation, most hits filed as activators | U87-MG GRP78 promoter luciferase reporter, 16 h | 0.02% of 420,000 active; active = well fitted activation curve with a large enough effect; inconclusive = small, poorly fitted or top-dose-only effect; inactive = no such curve, though single readings can be large or run the other way; note: series mostly up to about 76 µM; % of control where 0% means no effect; nearly all actives have a fitted effect of over 35% in size
#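 Stably transfected U87-MG glioma cells carrying a GRP78-based luciferase sensor; 16 h compound incubation. Luminescence end-point read 10 min after Bright-Glo addition at room temperature.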
# * marks the source's active call; other numbers are inactive results; ? = inconclusive; & = joins results of further samples. Potency is the fitted concentration of half-maximal effect.
GRP78 ERSR act | Structure
-4% | CC1C(=O)C(=O)C=CN1C (stereo unspecified)
-6% | COC(=O)/C=C/c1cccc(N(Cc2ccc(-c3ccc(N(C)C)cc3)cc2)C(=O)C2CCCCC2)c1
-3% | CC(=O)N(CC(O)CN(C(C)=O)c1c(I)c(C(=O)NC[C@@H](O)CO)c(I)c(C(=O)NC[C@@H](O)CO)c1I)c1c(I)c(C(=O)NC[C@@H](O)CO)c(I)c(C(=O)NC[C@@H](O)CO)c1I
3% | O=c1cc(-c2ccccc2)[nH]c2ccc(Cl)cc12
-3% | Cn1cccc1C(=O)N1CCC[C@@]2(CCN(C(=O)Nc3cccc(C#N)c3)C2)C1
-3% | CCOC(=O)c1c(C)cc(O)c(C)c1O
4% | Cc1ccccc1-c1nccc(NCc2cccnc2)n1
-3% | FCOC(C(F)(F)F)C(F)(F)F
-12% | Cc1ccc(/C=C2/CNC/C(=C\c3ccc(C)cc3)C2=O)cc1
0% | CC(=O)N1CCC2(CC1)CN(Cc1ccc(C#N)cc1)C2
-4% | CC(=O)O[C@@]1(C(C)=O)CCC2C3CC(C)C4=CC(=O)CC[C@@]4(C)C3CC[C@]21C (stereo partly specified)
-3% | COC(=O)CC1C(C)(C)C(=O)C2CC3C4=CC(=O)OC(c5ccoc5)[C@]4(C)CCC3[C@@]1(C)C2=O (stereo partly specified)
-4% | Cc1cccc(CNc2ncnc3ccc(-c4ccccc4C#N)cc23)c1
1% | Cn1c(=O)c(-c2ccc(F)cc2)nc2cnc(N3CCOCC3)nc21
-4% | CC1OC(OCC2OC(Oc3c(-c4ccc(O)c(O)c4)oc4cc(O)cc(O)c4c3=O)C(O)C(O)C2O)[C@@H](O)C(O)C1O (stereo partly specified)
2% | NC(Cc1c[nH]c2ccccc12)C(=O)NCC(=O)O (stereo unspecified)
-3% | c1ccc(-c2cccc(N3CC[C@@]4(CCCNC4)C3)c2)cc1
-4% | CC(C)(O/N=C(\C(=O)N[C@@H]1C(=O)N2C(C(=O)[O-])=C(C[n+]3ccccc3)CS[C@@H]12)c1csc(N)n1)C(=O)O
-1% | Cc1n[nH]c(=O)[nH]c1=O
-1% | C=CCCCCCCCCCBr
-3% | CN(C)Cc1ccccc1-c1nccc(N(C)C)n1
-4% | NCC1OC(OC2C(N)CC(N)[C@@H](O)[C@@H]2OC2O[C@H](CO)[C@@H](O[C@@H]3OC(CN)C(O)C(O)C3N)C2O)C(N)C(O)C1O (stereo partly specified)
2% | Cc1cc(=O)oc2cc(NC(=O)CC(N)C(=O)O)ccc12 (stereo unspecified)
-5% | COc1ccccc1CCn1c(=O)c(-c2ccc(Cl)cc2)nc2cncnc21
-3% | O=C(Cc1c[nH]c2ccccc12)N1CCC(n2c(C3CCCO3)nc3cc(C(F)(F)F)ccc32)CC1 (stereo unspecified)

# Continued; it opens with the 7 that closed the last part.
GRP78 ERSR act | Structure
-1% | Cc1n[nH]c(=O)[nH]c1=O
-1% | C=CCCCCCCCCCBr
-3% | CN(C)Cc1ccccc1-c1nccc(N(C)C)n1
-4% | NCC1OC(OC2C(N)CC(N)[C@@H](O)[C@@H]2OC2O[C@H](CO)[C@@H](O[C@@H]3OC(CN)C(O)C(O)C3N)C2O)C(N)C(O)C1O (stereo partly specified)
2% | Cc1cc(=O)oc2cc(NC(=O)CC(N)C(=O)O)ccc12 (stereo unspecified)
-5% | COc1ccccc1CCn1c(=O)c(-c2ccc(Cl)cc2)nc2cncnc21
-3% | O=C(Cc1c[nH]c2ccccc12)N1CCC(n2c(C3CCCO3)nc3cc(C(F)(F)F)ccc32)CC1 (stereo unspecified)
-3%&-4%&-5% | CC1CN2C(CCC(C)C2c2ccc(Br)cc2)C(=O)O1 (stereo unspecified)
-5% | CN(C)C(=O)c1cc(CNCc2ccc(C(F)(F)F)cc2)cc(NC(=O)c2ccccn2)c1
2% | CC[C@]1(c2ccccc2)NC(=O)NC1=O
-3% | C[C@@]1(C(=O)O)NCCc2cc(O)c(O)cc21
-4% | CCCCCCCCCCCCCCCCCCCCCC(=O)Nc1ccn([C@@H]2O[C@H](CO)[C@@H](O)[C@@H]2O)c(=O)n1
-7% | COC(=O)[C@H]1CC=C[C@H]2CCN(Cc3ccc(Cl)c(Cl)c3)C(=O)[C@@H]12
1% | COc1cccc(-c2nc(N(C)Cc3ccco3)c3ccccc3n2)c1
-5% | CN(C)C(=O)c1ccc(-c2nccc(-n3ccnc3)n2)cc1
-4% | O=C(/C=C/c1ccccc1)NC(NC(=S)Nc1cccc2cccnc12)C(Cl)(Cl)Cl (stereo unspecified)
-1% | COc1cc(C(C)C)c2c(c1)S(=O)(=O)N(COc1cc(=O)n3cccc(OCCN4CCCCC4)c3n1)C2=O
2% | CC(=O)/C(C)=N/O
-4% | O=C(NCc1cccnc1)c1cnn(-c2ncc3c(n2)-c2ccccc2CCC3)c1C1CC1
-2% | CCN1C(=O)[C@H]2[C@H]3[C@H](O)[C@H](O)C/C(=N/OCc4ccccc4)[C@H]3CC[C@@H]2C1=O
-3% | O=C(O)Cc1nn(Cc2ccc(Br)cc2F)c(=O)c2ccccc12
-5% | COc1ccc(-n2c(=O)c(-c3cccc(C#N)c3)nc3cnc(N4CCNCC4)nc32)cc1
-6% | COc1cccc(Cn2c(=O)c(-c3cc(F)cc(F)c3)nc3cncnc32)c1
-2% | CC[C@H](C)[C@H](NC(=O)[C@@H](NC(=O)[C@@H](NC(=O)[C@H](CCC(=O)O)NC(=O)[C@H](CCC(=O)O)NC(=O)[C@H](CCC(=O)O)NC(=O)[C@H](C)NC(=O)[C@@H](N)CC(C)C)C(C)C)C(C)C)C(=O)N[C@@H](CCCNC(=N)N)C(=O)N[C@@H](CO)C(=O)N[C@@H](C)C(=O)N[C@@H](CC(N)=O)C(=O)N[C@@H](Cc1ccccc1)C(=O)N[C@H](C(=O)N[C@@H](CC(=O)O)C(=O)N[C@@H](CC(N)=O)C(=O)O)[C@@H](C)O
-3% | CCc1cc2c(nc1CC)CCN(CC/C(C)=N/O[C@@H](C)CN1CCCc3nc(C)c(C)cc31)C2
-13% | N#Cc1cc([N+](=O)[O-])c2sc(C(N)=O)[n+]([O-])c2c1
-3% | CC1CC[C@@]2(OC1)OC1CC3C4CC[C@@H]5CC(O)CC[C@@]5(C)C4CC[C@]3(C)C1C2C (stereo partly specified)
-2% | COc1ccc(-n2c(=O)c(-c3ccc(Cl)cc3)nc3cnc(N4CCNCC4)nc32)cc1
-4% | NC(CCC(=O)N[C@@H](CS)C(=O)NCC(=O)O)C(=O)O (stereo partly specified)
-1% | CCc1nc2cc(C(=O)N3CCCN(C=O)CC3)cc(NC(=O)c3ccccc3OC)c2n1C
-1%&-6% | NC(=NCc1ccc(Cl)cc1Cl)NC(=O)c1nc(Cl)c(N)nc1N
-5% | CC[C@H](C)[C@H](NC(=O)[C@H](Cc1cnc[nH]1)NC(=O)[C@@H](NC(=O)[C@H](CCCNC(=N)N)NC(=O)[C@H](CCCCN)NC(=O)[C@H](CCCNC(=N)N)NC(=O)[C@H](CCCCN)NC(=O)[C@@H](N)CC(N)=O)[C@@H](C)CC)C(=O)NCC(=O)N1CCC[C@H]1C(=O)NCC(=O)N[C@@H](CCCNC(=N)N)C(=O)N[C@@H](C)C(=O)N[C@@H](Cc1ccccc1)C(=O)N[C@@H](Cc1ccc(O)cc1)C(=O)N[C@H](C(=O)N[C@H](C(=O)N[C@@H](CCCCN)C(=O)N[C@@H](CC(N)=O)C(=O)N[C@H](C(=O)N[C@H](C(=O)NCC(=O)N[C@H](C(=O)N[C@H](C(=O)N[C@@H](CS)C(=O)O)[C@@H](C)CC)[C@@H](C)O)[C@@H](C)CC)[C@@H](C)CC)[C@@H](C)O)[C@@H](C)O

# Going on with the list.
GRP78 ERSR act | Structure
6% | C/C=C1\C(=O)CC2C3CCC4=CC(=O)CC[C@]4(C)C3CC[C@]12C (stereo partly specified)
-4% | CCCCCCCCCCCCCC[C@@H](O)[C@@H](O)[C@@H](N)CO
-3% | Cn1c(=O)cnc2cnc(Nc3ccccc3)nc21
2% | COc1cc(=O)n2c(c1C(=O)NCc1nccs1)CCN(Cc1ccccc1F)CC2
-3% | COc1ccc(NC(=O)N2CCCC3(CCN(C(=O)c4cccn4C)CC3)C2)cc1
-4% | C/C(CCC(=O)OC[C@@H]1O[C@H](C#Cc2ccccc2)C=C[C@@H]1Oc1ccc(C)cc1)=N/OC[C@@H](O)COCc1ccco1
-3% | COc1ccc(COC(=O)N/N=C2/C[C@@H](O)[C@@H](O)[C@@H]3[C@@H]4C(=O)N(c5cccc(Oc6ccccc6)c5)C(=O)[C@H]4CC[C@H]23)cc1
-5% | COc1ccc2c(c1)N(C[C@@H](C)CN(C)C)c1ccccc1S2
2% | CCCCCCCCCCCC(=O)O[C@H](CC(=O)O)C[N+](C)(C)C
4% | COc1cccc(-c2ccc3ncnc(N(C)C)c3c2)c1
-3% | COC(=O)C/C=C\[C@@H](C)[C@@H](/C=N\O[C@@H](C)CN1CCCCc2nc(C)c(C)cc21)OC
-4% | COc1cccc(-c2cc(=O)c3cc(NC(=O)c4cccnc4)ccc3[nH]2)c1
-4% | CCOC(=O)CCN1C(=O)[C@H]2[C@H]3[C@H](O)[C@H](O)C/C(=N/OCc4ccccc4)[C@H]3CC[C@@H]2C1=O
-2% | CN(C)C(=O)c1ccc(-c2cc(NCc3cccs3)ncn2)cc1
-2% | CC1CC(O)CC(C)(C)C1 (stereo unspecified)
6% | Cc1c(-c2ccccc2)oc2cc(O)ccc2c1=O
-3% | COc1ncc2nc(C)c(=O)n(-c3ccccc3)c2n1
-2% | O=c1c(-c2ccccc2)nc2cnc(N3CCOCC3)nc2n1Cc1cccs1
-2% | NC(=O)OC[C@H](O)COc1ccc(Cl)cc1
-4% | CN1c2cc(O)c(N=NC(N)=O)cc2CC1S(=O)(=O)O (stereo unspecified)
-2% | CCC1(C2CCN(C(=O)c3ccccc3Cl)CC2)NC(=O)N(CCc2scnc2C)C1=O (stereo unspecified)
-6% | CCC(=O)OC1C2CC3=C4CC(=O)OC(c5ccoc5)[C@]4(C)CCC3[C@@](C)(C2=O)C(CC(=O)OC)C1(C)C (stereo partly specified)
-4% | COc1cccc(-c2ccc3ncnc(N4CCN(C)CC4)c3c2)c1
1% | Cc1ccc(C2CC(=O)Oc3ccc(O)cc32)cc1 (stereo unspecified)
-3% | N#CC(=C(/N)Sc1ccccc1N)/C(C#N)=C(/N)Sc1ccccc1N

# The final two compounds of the part above are carried over, then new ones follow.
GRP78 ERSR act | Structure
1% | Cc1ccc(C2CC(=O)Oc3ccc(O)cc32)cc1 (stereo unspecified)
-3% | N#CC(=C(/N)Sc1ccccc1N)/C(C#N)=C(/N)Sc1ccccc1N
-4%&-3% | C1CCN2C[C@H]3C[C@H](CN4CCCCC34)C2C1 (stereo partly specified)
-2% | COCCn1c(=O)c(-c2cccc(C#N)c2)nc2cnc(N3CCN(C)CC3)nc21
-4% | O=CCCCC=O
-1% | CCC(C)C1/C=C\CCCC(=O)N1Cc1ccc(C)cc1 (stereo unspecified)
-1%&0%&-4% | O=c1[nH]c2cc(Cl)c(Cl)cc2[nH]c1=O
-2% | CC(=O)OCC1OC(Oc2cc(OC(C)=O)c3c(=O)cc(-c4ccc(OC(C)=O)c(OC(C)=O)c4)oc3c2)C(OC(C)=O)C(OC(C)=O)C1OC(C)=O (stereo unspecified)
0% | Cc1ccncc1C(=O)O
0% | CC[C@H](C)[C@H](NC(=O)[C@H](Cc1ccccc1)NC(=O)[C@H](CC(C)C)NC(=O)[C@H](CCSC)NC(=O)[C@H](CCC(=O)O)NC(=O)[C@H](CCC(=O)O)NC(=O)[C@H](CC(=O)O)NC(=O)[C@H](CO)NC(=O)[C@@H]1CCCN1C(=O)[C@H](CCCCN)NC(=O)[C@@H](N)[C@@H](C)O)C(=O)N[C@@H](Cc1ccc(O)cc1)C(=O)NCC(=O)N[C@@H](Cc1cnc[nH]1)C(=O)N[C@@H](Cc1ccc(O)cc1)C(=O)N[C@@H](CCCCN)C(=O)N[C@@H](CCC(N)=O)C(=O)N[C@@H](C)C(=O)N[C@H](C(=O)N[C@H](C(=O)NCC(=O)N[C@@H](CC(=O)O)C(=O)N[C@H](C(=O)N[C@@H](CC(N)=O)C(=O)N[C@H](C(=O)N[C@@H](CCC(=O)O)C(=O)N[C@@H](CCCNC(=N)N)C(=O)N1CCC[C@H]1C(=O)NCC(=O)N[C@@H](CCSC)C(=O)N[C@@H](CC(C)C)C(=O)N[C@@H](CC(=O)O)C(=O)N[C@@H](Cc1ccccc1)C(=O)N[C@H](C(=O)O)[C@@H](C)O)[C@@H](C)O)[C@@H](C)CC)C(C)C)[C@@H](C)O
-6% | COc1ccc2c(=O)c(CC(=O)O)coc2c1
-3% | N#Cc1ccccc1-c1cncnc1NCc1cccnc1
? | COc1cc(/C=C(\C#N)C(=O)Nc2nnc(C(F)(F)F)s2)ccc1OCc1ccc(C(F)(F)F)cc1C(F)(F)F
-1% | COc1ccc2[nH]cc(CCNc3ccnc(-c4ccc5c(c4)OCO5)n3)c2c1
-3% | OCC1O[C@H](O[C@H]2C(O)C(O)C(O)O[C@@H]2CO)C(O)C(O)C1O (stereo partly specified)
-5% | C=CCOC(=O)C(C(C)=O)C(NC(=O)OC)c1ccco1 (stereo unspecified)
0% | O=C(NCCCN1CCCCCC1)C(c1ccccc1)C1CCCCC1 (stereo unspecified)

# Arranged by SMILES length (rising): 5 of the compounds above
GRP78 ERSR act | Structure
0% | Cc1ccncc1C(=O)O
-3% | N#Cc1ccccc1-c1cncnc1NCc1cccnc1
-4%&-3% | C1CCN2C[C@H]3C[C@H](CN4CCCCC34)C2C1 (stereo partly specified)
? | COc1cc(/C=C(\C#N)C(=O)Nc2nnc(C(F)(F)F)s2)ccc1OCc1ccc(C(F)(F)F)cc1C(F)(F)F
-2% | CC(=O)OCC1OC(Oc2cc(OC(C)=O)c3c(=O)cc(-c4ccc(OC(C)=O)c(OC(C)=O)c4)oc3c2)C(OC(C)=O)C(OC(C)=O)C1OC(C)=O (stereo unspecified)

# Not all compounds are listed. The share of hits here may be higher or lower than overall.
